KCNQ2 inh: KCNQ2 potassium channel inhibitors, primary screen, cell-based, CHO-K1, FluxOR thallium flux, B-score (AID 2156); B-score at 10 µM; 1.1% of 310,000 active; 20 min; active compounds read low; Potassium voltage-gated channel subfamily KQT member 2 (Rattus norvegicus), O88943;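 active means fluorescence ratio B-score at most minus 3 library SDs, with starting brightness B-score within 2 library SDs, cut at about -5.5 in these data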
Target sequence (O88943 whole entry, looked up): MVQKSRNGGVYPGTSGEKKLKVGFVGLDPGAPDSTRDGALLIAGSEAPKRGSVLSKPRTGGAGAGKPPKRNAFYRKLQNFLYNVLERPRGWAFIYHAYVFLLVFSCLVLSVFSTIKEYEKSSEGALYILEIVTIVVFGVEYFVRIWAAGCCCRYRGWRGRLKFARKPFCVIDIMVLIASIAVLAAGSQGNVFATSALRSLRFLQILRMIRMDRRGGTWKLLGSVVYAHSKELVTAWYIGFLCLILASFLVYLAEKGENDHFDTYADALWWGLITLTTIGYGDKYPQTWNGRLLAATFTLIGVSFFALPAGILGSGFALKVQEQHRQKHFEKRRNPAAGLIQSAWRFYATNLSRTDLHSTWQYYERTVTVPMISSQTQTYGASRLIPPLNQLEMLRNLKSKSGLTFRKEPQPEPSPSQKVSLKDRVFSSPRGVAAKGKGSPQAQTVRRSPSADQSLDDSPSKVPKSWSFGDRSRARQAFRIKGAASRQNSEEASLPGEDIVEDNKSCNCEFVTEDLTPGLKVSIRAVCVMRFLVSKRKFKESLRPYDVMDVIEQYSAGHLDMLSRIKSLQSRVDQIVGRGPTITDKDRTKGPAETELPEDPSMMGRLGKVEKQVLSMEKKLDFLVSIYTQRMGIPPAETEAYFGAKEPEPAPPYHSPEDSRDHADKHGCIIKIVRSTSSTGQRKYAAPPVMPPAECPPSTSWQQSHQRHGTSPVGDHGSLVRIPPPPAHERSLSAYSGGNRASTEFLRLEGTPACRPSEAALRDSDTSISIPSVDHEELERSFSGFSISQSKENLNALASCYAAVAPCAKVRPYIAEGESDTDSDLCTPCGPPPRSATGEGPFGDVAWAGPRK
OX1R antag: antagonists of human orexin 1 receptor (OX1R); OX1R-expressing cells, FRET antagonist read-out; 1.8% of 330,000 active; AID 485270, 2010; Orexin/Hypocretin receptor type 1 (Homo sapiens), O43613; inhibition, % at 6.6 µM; in the data active means inhibition mostly above about 38%, no sharp cut-off; inactive means mostly below about 40%;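 further: 0% = agonist challenge alone and 100% = reference antagonist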
STK33 inh: inhibitors of purified STK33 kinase, primary screen, biochemical, ADP-Glo luminescence, homogeneous, cell-free. Serine/threonine-protein kinase 33 (Homo sapiens), Q9BYT3. MBP phosphorylation. inhibition, % at 10 µM. 0.073% of 320,000 active;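 active means inhibition at or above 25%, using the most active replicate where run in duplicate; inactive means inhibition below 25%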
Numbers without * were called inactive.

Preview, six compounds:
Cc1ccc(-c2cc(C(F)(F)F)nc(SCC(=O)c3cccc([N+](=O)[O-])c3)n2)cc1 was read as KCNQ2 inh inactive, OX1R antag -7.3 and STK33 inh -1.0.
`COc1cc(-c2nc3ccccn3c2/N=C/c2ccc(F)cc2)ccc1O` gave KCNQ2 inh inactive, OX1R antag 21.0 and STK33 inh 1.5.
For CN(C)c1ccc(NC(=O)Oc2ccccc2)cc1 the results were KCNQ2 inh inactive, OX1R antag 44.2 and STK33 inh 0.0.
Screening N#CCCn1cc(C(N)=O)c(-c2ccc3ccccc3c2)n1 returned KCNQ2 inh inactive, OX1R antag 14.7 and STK33 inh -1.0.
For CCOC(=O)N1CCN(C(=O)c2ccccc2NC(=O)c2ccc(Br)cc2)CC1 the results were KCNQ2 inh inactive, OX1R antag 8.7 and STK33 inh -2.4.
For Cc1cc(OC(=O)c2ccccc2C(F)(F)F)c([N+](=O)[O-])c(=O)[nH]1 the results were KCNQ2 inh inactive, OX1R antag 1.3 and STK33 inh -0.1.

All compounds of this part, previewed entries included:
Cc1ccc(-c2cc(C(F)(F)F)nc(SCC(=O)c3cccc([N+](=O)[O-])c3)n2)cc1 was read as KCNQ2 inh inactive, OX1R antag -7.3 and STK33 inh -1.0.
`COc1cc(-c2nc3ccccn3c2/N=C/c2ccc(F)cc2)ccc1O` gave KCNQ2 inh inactive, OX1R antag 21.0 and STK33 inh 1.5.
For CN(C)c1ccc(NC(=O)Oc2ccccc2)cc1 the results were KCNQ2 inh inactive, OX1R antag 44.2 and STK33 inh 0.0.
Screening N#CCCn1cc(C(N)=O)c(-c2ccc3ccccc3c2)n1 returned KCNQ2 inh inactive, OX1R antag 14.7 and STK33 inh -1.0.
For CCOC(=O)N1CCN(C(=O)c2ccccc2NC(=O)c2ccc(Br)cc2)CC1 the results were KCNQ2 inh inactive, OX1R antag 8.7 and STK33 inh -2.4.
For Cc1cc(OC(=O)c2ccccc2C(F)(F)F)c([N+](=O)[O-])c(=O)[nH]1 the results were KCNQ2 inh inactive, OX1R antag 1.3 and STK33 inh -0.1.
`CCOc1ccc(NC(=O)N2CCc3ccccc3C2)cc1` gave KCNQ2 inh inactive, OX1R antag 7.7 and STK33 inh -0.3.
`O=C(NCCC1=CCCCC1)C1CCN(S(=O)(=O)c2cccc3nsnc23)CC1` gave KCNQ2 inh inactive, OX1R antag 24.6 and STK33 inh 1.5.
For O=C(Nc1ccc([N+](=O)[O-])cn1)c1cc(-c2cccc(Cl)c2)nc2ccccc12 the results were KCNQ2 inh -5.58*, OX1R antag 10.0 and STK33 inh -1.2.
Screening O=C(c1cc2n(n1)C(C(F)(F)F)CC(c1ccc(Cl)cc1)N2)N1CCCC1 (stereo not drawn) returned KCNQ2 inh inactive, OX1R antag 5.8 and STK33 inh -1.6.
`Cc1ccc(-n2nc(C(=O)O)c(C)c(C#N)c2=O)cc1Cl` gave KCNQ2 inh inactive, OX1R antag 50.8* and STK33 inh -0.9.
Cc1ccc(NC(=O)/C(Cl)=C\c2ccccc2)cc1 was read as KCNQ2 inh inactive, OX1R antag 30.2 and STK33 inh -1.1.
`COc1ccc(Nc2ncc(C(=O)N3CCN(c4ccc(F)cc4)CC3)c3ccccc23)cc1` gave KCNQ2 inh inactive, OX1R antag 11.8 and STK33 inh 2.8.
For CC(C)Oc1ccc(C(=O)NCc2cccs2)cc1 the results were KCNQ2 inh inactive, OX1R antag 3.1 and STK33 inh -0.5.
CCCOP(=O)(OCCC)c1c([N+](=O)[O-])cc(C(F)(F)F)cc1[N+](=O)[O-] was read as KCNQ2 inh inactive, OX1R antag 22.4 and STK33 inh -0.9.
`CCOC(=O)C(=CN(CCc1ccccc1)CC(=O)OC)C(=O)OCC` gave KCNQ2 inh inactive, OX1R antag 13.6 and STK33 inh -0.6.
COC(=O)c1c(NC(=O)CN2CCN(C(=O)c3ccco3)CC2)c2c(C)cccc2n1C was read as KCNQ2 inh inactive, OX1R antag 19.2 and STK33 inh -0.4.
`CC(C)(C)OC(=O)C[C@H]1C/C=C\C[C@@H](CC(=O)N(CCO)Cc2ccccc2)C(=O)NC[C@H](c2ccccc2)OC1=O` gave OX1R antag 11.7 and STK33 inh 0.1.
For COC(=O)[C@@H](NC(=O)NC1CCCc2ccccc21)C(C)C (stereo partly drawn) the results were KCNQ2 inh -7.18*, OX1R antag 7.4 and STK33 inh -0.7.
Screening COCCCNc1ncnc2sc3c(c12)CCC(C)C3 (stereo not drawn) returned KCNQ2 inh inactive, OX1R antag 11.6 and STK33 inh 0.8.
For COc1cccc(/C=N/NC(=O)c2csc(-n3nc(C)cc3C(F)(F)F)n2)c1 the results were KCNQ2 inh inactive, OX1R antag 22.3 and STK33 inh -0.7.
O=C1NC(=O)C2(COC(c3cccnc3)OC2)S1 (stereo not drawn) was read as KCNQ2 inh inactive and OX1R antag 8.5.
For Cc1ccc(NC(=O)NNC(=O)c2sccc2-n2cccc2)cc1 the results were KCNQ2 inh inactive, OX1R antag 21.7 and STK33 inh 0.6.
`Cc1ccc(S(=O)(=O)n2nc(OC(=O)c3ccccc3F)cc2N)cc1` gave KCNQ2 inh inactive, OX1R antag 1.1 and STK33 inh -2.4.
`Cc1ccc(CN2CCC(n3nccc3NC(=O)C3CCOC3)CC2)cc1` (stereo not drawn) gave KCNQ2 inh inactive, OX1R antag 24.4 and STK33 inh -1.0.
For COC(=O)c1nnc(-c2ccccc2)c(-c2ccccc2)n1 the results were KCNQ2 inh inactive, OX1R antag 25.2 and STK33 inh 0.3.
For CCn1cc(S(=O)(=O)CC(=O)N2CCc3ccccc32)c2ccccc21 the results were KCNQ2 inh inactive, OX1R antag 24.3 and STK33 inh -1.2.
For CC(C)CCNC(=O)CN(CCCN1CCOCC1)C(=O)Cn1nnc(-c2ccc(F)cc2)n1 the results were KCNQ2 inh inactive, OX1R antag 16.0 and STK33 inh -0.7.
For CCOC(=O)C1CCN(C(=O)COC(=O)c2ccc3c(c2)C(=O)N(c2ccc(OCC)cc2)C3=O)CC1 the results were KCNQ2 inh inactive, OX1R antag 54.6 and STK33 inh -0.2.
Cc1c(C)n(CCc2ccccc2)c2ncnc(NCCCN(C)C)c12 was read as KCNQ2 inh inactive, OX1R antag 13.9 and STK33 inh 2.9.
For CCc1cccc(CC)c1NC(=O)COC(=O)CC1c2ccccc2CCN1S(=O)(=O)c1ccc(F)cc1 (stereo not drawn) the results were KCNQ2 inh inactive, OX1R antag 19.0 and STK33 inh -0.9.
Cc1ccc(NC(=O)CCC(=O)N/N=C/c2cccnc2)cc1 was read as KCNQ2 inh inactive, OX1R antag 16.9 and STK33 inh -0.8.
`CCc1cc(=O)oc2cc(C)cc(OCC(=O)NC(Cc3c[nH]c4ccc(O)cc34)C(=O)O)c12` (stereo not drawn) gave KCNQ2 inh inactive, OX1R antag 6.1 and STK33 inh -0.3.
Screening Cc1ccc(C2=N/C(=C/c3cccs3)C(=O)N2Nc2ccccc2)cc1 returned KCNQ2 inh inactive, OX1R antag 16.8 and STK33 inh -0.9.
Cc1ccc(Oc2ccc(S(=O)(=O)N3CCOCC3)cc2C(N)=O)cc1C was read as KCNQ2 inh inactive, OX1R antag 2.2 and STK33 inh -0.3.
For CC(=O)OCC(=O)[C@@]1(O)CC[C@H]2[C@@H]3CCC4=CC(=O)C=C[C@]4(C)[C@H]3C(=O)C[C@@]21C the results were KCNQ2 inh inactive, OX1R antag -0.8 and STK33 inh 0.0.
For O=C(COc1ccc(F)cc1)OCCN1CCOCC1 the results were KCNQ2 inh inactive, OX1R antag 14.5 and STK33 inh -3.0.
Screening COc1ccc(CCNC(=O)c2c[nH]c3ccccc3c2=O)cc1OC returned KCNQ2 inh inactive, OX1R antag 11.7 and STK33 inh 1.7.
`COc1ccc(OC)c(NS(=O)(=O)c2c(C)nc3sccn3c2=O)c1` gave KCNQ2 inh inactive, OX1R antag 8.4 and STK33 inh -1.2.
`Cc1ccc2nsnc2c1NC(=O)c1ccc([N+](=O)[O-])o1` gave KCNQ2 inh inactive, OX1R antag 34.4 and STK33 inh 0.5.
CC(C)C(NS(=O)(=O)c1ccc2c(c1)oc(=O)n2C)C(=O)N1CCN(c2ccccc2F)CC1 (stereo not drawn) was read as OX1R antag 14.2 and STK33 inh -1.2.
For CC(C(=O)N1CCCCC1)N(C)CC(=O)Nc1cccc(F)c1 (stereo not drawn) the results were OX1R antag 14.2 and STK33 inh 0.9.
`CCCc1cc(C(=O)Nc2cccc([N+](=O)[O-])c2)cs1` gave KCNQ2 inh inactive, OX1R antag 29.8 and STK33 inh 1.6.
Screening O=C(N/N=C/c1ccncc1)C1CC1C(=O)N/N=C/c1ccncc1 (stereo not drawn) returned KCNQ2 inh inactive, OX1R antag 18.9 and STK33 inh -1.5.
Screening Cc1ccc(-c2nc(-c3ccccn3)no2)cc1 returned KCNQ2 inh inactive, OX1R antag 47.3 and STK33 inh 16.6.
Cc1c(Cl)cccc1NC(=S)NCC(O)c1ccccc1 (stereo not drawn) was read as KCNQ2 inh inactive and OX1R antag 1.1.
`CCOC(=O)N1CCC(NC(=O)C2CCN(S(=O)(=O)N3CCC(C)CC3)CC2)CC1` gave OX1R antag 8.7 and STK33 inh -2.2.
`COc1ccc(CNC(=O)C2CCN(C(=O)c3sccc3-n3cccc3)CC2)cc1` gave KCNQ2 inh inactive, OX1R antag 9.6 and STK33 inh -1.8.
`COc1cccc(N/N=C/c2cccc(Br)c2O)c1` gave KCNQ2 inh inactive, OX1R antag 0.4 and STK33 inh 1.8.
Screening Cc1ccc(C)c(SCC(=O)Nc2ccc(S(=O)(=O)Nc3ncccn3)cc2)c1 returned KCNQ2 inh inactive, OX1R antag 8.3 and STK33 inh -0.7.
O=S(=O)(Nc1cccc(-n2cnnn2)c1)c1ccc(Cl)nc1 was read as KCNQ2 inh inactive, OX1R antag 18.6 and STK33 inh -0.8.
`CC(C)(C)c1ccc(C(=O)Nc2ccccc2NC(=O)c2ccco2)cc1` gave KCNQ2 inh inactive, OX1R antag 11.9 and STK33 inh 0.3.
Screening O=C(CN1C(=O)NC2(CCCCCC2)C1=O)NCc1ccc(F)cc1 returned OX1R antag 6.3 and STK33 inh -0.9.
O=C(COC(=O)c1cccc(Cl)c1)NCCN1C(=O)CSC1=O was read as KCNQ2 inh inactive, OX1R antag 33.5 and STK33 inh -1.4.
Cc1ccc(OCC(=O)N2CCN(S(C)(=O)=O)CC2)cc1 was read as KCNQ2 inh inactive, OX1R antag 6.8 and STK33 inh 0.8.
`O=C(Cn1nnc2ccccc21)NC1CCCCC1` gave KCNQ2 inh inactive, OX1R antag 21.8 and STK33 inh -0.5.
For COc1ccc(CNc2ccc3c(c2)ncn3C)cc1OC the results were KCNQ2 inh inactive, OX1R antag 2.9 and STK33 inh 0.0.
COc1cc(C)nc(N2CCC(C(=O)NCC3CCCO3)CC2)n1 (stereo not drawn) was read as KCNQ2 inh inactive, OX1R antag 25.1 and STK33 inh 0.8.
For CCC(C)(C)n1nnnc1C(c1ccccn1)N1CCCCC1 (stereo not drawn) the results were KCNQ2 inh inactive, OX1R antag 10.5 and STK33 inh 0.8.
COc1ccc2c(-c3ccccc3)cc(=S)[nH]c2c1 was read as KCNQ2 inh inactive, OX1R antag -3.9 and STK33 inh -1.3.
Screening CCC(C)[C@H](NC(=O)c1cn(CC)c2cc3c(cc2c1=O)OCO3)C(=O)NCCCn1ccnc1 (stereo partly drawn) returned KCNQ2 inh inactive, OX1R antag 15.6 and STK33 inh 0.7.
O=C1CC(N(O)c2ccccc2)C(=O)N1c1ccc(Cl)c(Cl)c1 (stereo not drawn) was read as KCNQ2 inh inactive, OX1R antag 12.7 and STK33 inh -0.6.
`OCCC1CN(Cc2ccc3nonc3c2)CCN1Cc1ccsc1` (stereo not drawn) gave KCNQ2 inh inactive, OX1R antag 33.4 and STK33 inh -2.0.
Screening O=C1NN(c2ccc(Cl)c(Cl)c2)C(=O)/C1=C/c1ccc(-c2ccccc2C(=O)O)o1 returned KCNQ2 inh inactive and STK33 inh 0.0.
`Oc1ccc(COCc2ccccc2)c2cccnc12` gave KCNQ2 inh inactive, OX1R antag 34.0 and STK33 inh 0.4.
`CC(C)(C)c1cc(N2CCOCC2)n2ncc(-c3ccc(Cl)cc3)c2n1` gave KCNQ2 inh inactive, OX1R antag 0.6 and STK33 inh -0.2.
For CC(NC(=O)CCc1nnc(-c2ccccc2)o1)c1ccccc1 (stereo not drawn) the results were KCNQ2 inh inactive, OX1R antag 7.8 and STK33 inh -1.9.
`Cc1ccc(OCC(=O)NC2=NCCS2)cc1` gave KCNQ2 inh inactive, OX1R antag 12.8 and STK33 inh 0.1.
Screening CC(C)(O)C#Cc1ccc(C(=O)NCCC(=O)O)s1 returned KCNQ2 inh inactive, OX1R antag 12.0 and STK33 inh 0.0.
CCOC(=O)CSc1nc2cc(S(=O)(=O)Nc3ccccc3OC)ccc2o1 was read as KCNQ2 inh inactive, OX1R antag 7.3 and STK33 inh 0.8.
For O=C(COc1cc(Cl)c(Cl)cc1Cl)NCCN1CCOCC1 the results were KCNQ2 inh inactive, OX1R antag 8.2 and STK33 inh 0.2.
CC(C)NC(=O)C1=NN(c2ccccc2)C(=O)CC1 was read as KCNQ2 inh inactive, OX1R antag 13.4 and STK33 inh 0.4.

Source: PubChem BioAssay (several laboratories)
